HCMV inh – blocks human cytomegalovirus replication; hit rate 4.5% among 410,000; activity change, negative = inhibition, % at 57.5 µM; HFF cells, HCMV-luciferase reporter, 72 h; hits give low values; in the data active = activity change below about -60%; inconclusive = no clear call, values can overlap the other calls; inactive = above about -39%
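HFF cells seeded 16 h at 37C, treated with compounds, infected with luciferase-reporter HCMV at MOI 1 PFU/cell; luciferase read at 72 h post infection, normalized to buffer-only and Salinomycin controls.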
AMA1 RON2 block – disrupts binding of P. falciparum AMA1 to RON2; AlphaScreen AMA1-biotinylated RON2 peptide binding; Potency, µM (doses to about 58.2 µM), for inactives: at the top dose activity change, negative = inhibition, most hits filed as inhibitors; hit rate 0.2% among 360,000; AID 720542;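 also: potency is read from the fitted curve at half-maximal effect; 0% = vehicle wells and -100% = peptide control; nearly all actives have a fitted effect of over 45% in size; some results filed as inactive show a strong effect at the top dose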
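AMA1 (3D7) with his tag at 25 nM final met compounds first, then biotinylated RON2 peptide at 25 nM; detection used donor plus acceptor beads, 10 µg/mL apiece, read by AlphaScreen after 30 min at room temperature.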
AmpC inh no detg – blocks E. coli AmpC beta-lactamase in detergent-free assay. P00811. AmpC nitrocefin hydrolysis, absorbance 480 nm, 0.0001% Triton. Potency, µM (top dose mostly 57.1 µM), inactives show top-dose activity change, negative = inhibition, most hits filed as inhibitors. hit rate 0.52% among 330,000;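 also: potency is read from the fitted curve at half-maximal effect; plate controls were no compound for no effect and no enzyme for full effect; nearly all actives have a fitted effect of over 20% in size; some results filed as inactive show a strong effect at the top dose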
Target sequence (P00811 whole entry, looked up): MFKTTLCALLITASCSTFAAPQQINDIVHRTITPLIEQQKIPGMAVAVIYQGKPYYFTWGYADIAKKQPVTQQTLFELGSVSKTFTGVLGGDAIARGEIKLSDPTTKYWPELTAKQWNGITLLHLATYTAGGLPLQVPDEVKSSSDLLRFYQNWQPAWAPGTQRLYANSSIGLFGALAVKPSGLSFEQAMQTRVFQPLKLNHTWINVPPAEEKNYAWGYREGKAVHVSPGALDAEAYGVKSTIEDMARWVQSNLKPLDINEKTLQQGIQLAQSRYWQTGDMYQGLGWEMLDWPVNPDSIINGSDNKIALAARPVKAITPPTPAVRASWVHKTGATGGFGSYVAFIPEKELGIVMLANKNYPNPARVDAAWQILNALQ
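20 mM phosphate pH 7.0 + 0.01% (detergent screen) or 0.0001% Triton X-100; 5.3 nM AmpC reagent; cpd preinc 15 min RT; nitrocefin (800 uM stock) to start; A480 q20 s × 4 min; Activity was normalised to no-enzyme and no-compound control wells.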
Sm TGR block – inhibitors of Schistosoma mansoni thioredoxin glutathione reductase; Q962Y6; purified TGR, DTNB reduction, TNB absorbance 405 nm; Potency, µM (titrated, usually from 114 µM), without a hit: at the top dose activity change, negative = inhibition, usual class: inhibitors; hit rate 3% among 360,000; AID 485364; also: potency is read from the fitted curve at half-maximal effect; nearly all actives have a fitted effect of over 60% in size
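TGR 20 nM + NADPH 100 uM (dispensed conc.), cpd preinc 15 min RT; start with NADPH (500 uM addition) then DTNB (15 mM addition). Kinetic TNB absorbance, 405 nm filter. Four-parameter Hill fit across titration.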
AmpC inh detg – blocks E. coli AmpC beta-lactamase in detergent assay | Potency, µM (titrated, usually from 114 µM), for the others: top-dose activity change, negative = inhibition, hits mostly inhibitors | AID 485294 | AmpC hydrolysis of nitrocefin, absorbance 480 nm, 0.01% Triton | P00811 | hit rate 0.041% among 370,000;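 also: potency is read from the fitted curve at half-maximal effect; 0% = no-compound wells and -100% = no-enzyme wells; nearly all actives have a fitted effect of over 25% in size; some results filed as inactive show a strong effect at the top dose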
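AmpC (5.3 nM in the dispensed reagent) in 20 mM phosphate pH 7.0 with 0.01% (detergent screen) or 0.0001% Triton X-100 was preincubated with compounds for 15 min at room temperature. Nitrocefin was then added from an 800 uM solution, and hydrolysis was followed at 480 nm.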
Giardia FBPA inh – blocks Giardia fructose-bisphosphate aldolase activity; purified Giardia FBPA; hit rate 0.71% among 290,000; AID 2451; A8B2U2; Potency, µM (highest dose often 59.6 µM), without a hit: at the top dose activity, negative = inhibition, usual class: inhibitors; also: potency is read from the fitted curve at half-maximal effect; nearly all actives have a fitted effect of over 55% in size
Target sequence (A8B2U2 whole entry, looked up): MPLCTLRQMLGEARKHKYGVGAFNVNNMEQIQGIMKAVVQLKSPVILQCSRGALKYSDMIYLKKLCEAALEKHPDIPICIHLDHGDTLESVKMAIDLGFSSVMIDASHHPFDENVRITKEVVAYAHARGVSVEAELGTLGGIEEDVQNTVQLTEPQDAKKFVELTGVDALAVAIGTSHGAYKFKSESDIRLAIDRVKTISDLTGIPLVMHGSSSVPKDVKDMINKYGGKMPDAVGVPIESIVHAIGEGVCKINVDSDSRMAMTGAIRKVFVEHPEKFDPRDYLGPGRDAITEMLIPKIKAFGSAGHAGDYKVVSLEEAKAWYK
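Giardia FBPA (40 nM reagent) was preincubated 10 min at RT with compound (up to 57.5 uM final), then substrate plus GAPDH/TPI/NAD/arsenate coupling system with diaphorase/resazurin was added; resorufin fluorescence (525/598 nm) was read after 20 min.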
Starred values were filed as active, the others as inactive; & = joins results of further samples; [ ] = remark or other dose. Unless noted, calls follow the shape of the dose curve; as a rule, active = well fitted curve in the direction sought with a large enough effect; inconclusive = small, poorly fitted or top-dose-only effect, or another doubt; inactive = no such curve, though single readings can be large; an effect the other way counts as inactive or inconclusive. Unless noted, % is scaled to controls: 0 for no effect and ±100 for the full control effect.

What do the screens show for `Cc1cccc(NC(=O)CN2C(=O)c3ccccc3C2=O)c1C`?
HCMV inh: -16; AMA1 RON2 block: 11%; AmpC inh no detg: -16%; Sm TGR block: 10%; AmpC inh detg: -6%; Giardia FBPA inh: -1%

What do the screens show for `CCCN1CCC(NC2CCC(O)CC2)CC1` (centres undefined)?
HCMV inh: 39; AMA1 RON2 block: 2%; AmpC inh no detg: -5%; Sm TGR block: 8%; AmpC inh detg: 4%; Giardia FBPA inh: -29%

What do the screens show for `CN1CCN(c2ccc(NC(=O)c3ccc(-c4cccc([N+](=O)[O-])c4)o3)cc2)CC1`?
HCMV inh: 46; AMA1 RON2 block: inconclusive; AmpC inh no detg: -16%[2.29 µM]; Sm TGR block: 3%; AmpC inh detg: 1%; Giardia FBPA inh: 6%

Results for CNC(=S)N(Cc1cc2cc(C)ccc2n2nnnc12)CC(C)(C)CN(C)C ?
HCMV inh: -38; AMA1 RON2 block: -2%; AmpC inh no detg: -12%; Sm TGR block: -1%; AmpC inh detg: -3%; Giardia FBPA inh: -6%

What do the screens show for `Cc1nn(-c2ccccc2)c2sc(C(=O)Nc3ccc(Br)cc3)cc12`?
HCMV inh: -15; Sm TGR block: 5%; AmpC inh detg: 8%

What do the screens show for `O=C(c1cccs1)N(CCO)Cc1cc2cc3c(cc2[nH]c1=O)OCCO3`?
HCMV inh: 2; AmpC inh no detg: -27%; Sm TGR block: -4%; AmpC inh detg: -13%; Giardia FBPA inh: -8%

How did COCCn1c(SC(C)C(=O)Nc2ccc(N3CCOCC3)cc2)nnc1-c1ccncc1 (centres undefined) do in these assays?
HCMV inh: -6; AMA1 RON2 block: 12%; AmpC inh no detg: -6%; Sm TGR block: 0%; AmpC inh detg: inconclusive

Results for c1ccc2c(c1)OCCc1c-2[nH]c2ccccc12 ?
HCMV inh: inconclusive; AMA1 RON2 block: inconclusive; AmpC inh no detg: -39%; Sm TGR block: inconclusive; AmpC inh detg: -10%; Giardia FBPA inh: 1%

How did CC(C)c1nc2sc3c(=O)[nH]c(=S)[nH]c3c2c2c1CCCC2 do in these assays?
HCMV inh: -32; AMA1 RON2 block: 2%; AmpC inh no detg: -25%; Sm TGR block: -4%; AmpC inh detg: -6%; Giardia FBPA inh: 3%

Results for Cc1c(S(=O)(=O)N(C)C2CCCCC2)c(=O)n(C)c(=O)n1C ?
HCMV inh: -9; AMA1 RON2 block: 19%; AmpC inh no detg: -9%; Sm TGR block: -7%; AmpC inh detg: inconclusive

How did O=C(NNS(=O)(=O)c1ccc(F)cc1)c1cccc(O)c1 do in these assays?
HCMV inh: -12; AMA1 RON2 block: 8%; AmpC inh no detg: -12%; Sm TGR block: -21%; AmpC inh detg: -4%; Giardia FBPA inh: -1%

Results for CCOC(=O)c1ccccc1NC(=O)C1CCN(c2ncnc3c2nc2n3CCCCC2)CC1 ?
HCMV inh: inconclusive; Sm TGR block: 1%; AmpC inh detg: -2%

Results for CC1CCN(C(=O)Cn2c(=O)oc3cc(S(=O)(=O)N4CCCCC4)ccc32)CC1 ?
HCMV inh: -14&4; AMA1 RON2 block: 4%; AmpC inh no detg: -18%; Sm TGR block: -5%&7%; AmpC inh detg: -1%&12%

How did CCCCCCC(=O)Nc1nc(C)c(-c2csc(Nc3cccc(OC)c3)n2)s1 do in these assays?
HCMV inh: -33; AMA1 RON2 block: 11%; AmpC inh no detg: -51%; Sm TGR block: 0%; AmpC inh detg: -7%; Giardia FBPA inh: 6%

How did CCN(CC)c1ccc(C(=O)Nc2ccccc2)cc1[N+](=O)[O-] do in these assays?
HCMV inh: 10; AMA1 RON2 block: -11%; AmpC inh no detg: 1%[2.29 µM]; Sm TGR block: 8%; AmpC inh detg: inconclusive; Giardia FBPA inh: -24%

What do the screens show for `CN(C)c1ncc(CN2CCC(C(=O)Nc3ccc(-n4cccn4)cc3)CC2)s1`?
HCMV inh: -6; AMA1 RON2 block: 12%; AmpC inh no detg: 1%; Sm TGR block: 5%; AmpC inh detg: 0%; Giardia FBPA inh: -5%

How did N#CCC(=O)N/N=C/c1cc([N+](=O)[O-])ccc1N1CCCC1 do in these assays?
HCMV inh: 87; AMA1 RON2 block: 18%; AmpC inh no detg: -41%; Sm TGR block: 3%; AmpC inh detg: inconclusive; Giardia FBPA inh: 1%

How did CC(C)Sc1cc(N2CCOCC2)nc(-c2ccc(Cl)cc2)n1 do in these assays?
HCMV inh: 22; AMA1 RON2 block: -4%; AmpC inh no detg: -30%; Sm TGR block: -30%; AmpC inh detg: -8%; Giardia FBPA inh: -1%

Results for CC1Cc2cc(/C=C3/SC(=S)NC3=O)ccc2O1 (centres undefined) ?
HCMV inh: 66; AMA1 RON2 block: 22%; AmpC inh no detg: -36%; Sm TGR block: 7%; AmpC inh detg: 0%; Giardia FBPA inh: 23%

How did CN(C)c1ccc(C(=O)OCc2ccc(Br)cc2)cc1 do in these assays?
HCMV inh: -5; AMA1 RON2 block: 17%; AmpC inh no detg: -31%; Sm TGR block: 4%; AmpC inh detg: 9%; Giardia FBPA inh: -1%

What do the screens show for `CC1(c2ccc(Cl)cc2)CC(C)(C)N(C(=O)c2cccc(F)c2)c2ccccc21` (centres undefined)?
HCMV inh: -65*; Sm TGR block: 7%; AmpC inh detg: 20%

Results for CC(c1ccccn1)N(Cc1ccco1)C(=S)Nc1cccc(F)c1 (centres undefined) ?
HCMV inh: -27; AMA1 RON2 block: 107%[activator]; AmpC inh no detg: -11%; Sm TGR block: -6%; AmpC inh detg: 4%; Giardia FBPA inh: -6%

Results for O=C(NC1CCS(=O)(=O)C1)/C(=C\c1ccc(F)cc1)NC(=O)c1ccccc1 (centres undefined) ?
HCMV inh: inconclusive; AMA1 RON2 block: 7%; AmpC inh no detg: -8%; Sm TGR block: 6%; AmpC inh detg: 3%; Giardia FBPA inh: 3%

Results for Cc1cc(-c2csc3nc[nH]c(=S)c23)cc(C)c1C ?
HCMV inh: inconclusive; AMA1 RON2 block: 23%; AmpC inh no detg: -46%; Sm TGR block: 15%; AmpC inh detg: 11%; Giardia FBPA inh: 1%

How did COc1ccc(-c2nc3ccccc3s2)cc1NC(=O)COc1ccccc1C do in these assays?
HCMV inh: 48; Sm TGR block: 11%; AmpC inh detg: 2%

Results for COc1cccc(CNS(=O)(=O)c2c(C(=O)N3CCCC3)c(C)n(C)c2C)c1 ?
HCMV inh: inconclusive; AMA1 RON2 block: -12%; AmpC inh no detg: -10%; Sm TGR block: 2%; AmpC inh detg: 1%

Results for O=C(COc1ccc(S(=O)(=O)N2CCOCC2)cc1Cl)NCCN1CCOCC1 ?
HCMV inh: 7; AMA1 RON2 block: 10%; AmpC inh no detg: -2%; Sm TGR block: 0%; AmpC inh detg: -2%; Giardia FBPA inh: 6%

What do the screens show for `COC(=O)c1csc(S(=O)(=O)N2CCCCC2)c1OC`?
HCMV inh: 6; AMA1 RON2 block: -2%; AmpC inh no detg: -10%; Sm TGR block: 0%; AmpC inh detg: 1%; Giardia FBPA inh: 4%

What do the screens show for `OC(COc1ccc(Cl)cc1)CN1CCN(c2cccc(Cl)c2)CC1` (centres undefined)?
HCMV inh: -7; AMA1 RON2 block: -8%; AmpC inh no detg: 13%; Sm TGR block: -1%; AmpC inh detg: 8%; Giardia FBPA inh: -1%

What do the screens show for `O=C(c1ccc(CN2CCOCC2)cc1)N1CCN(c2cccc(Cl)c2)CC1`?
HCMV inh: -33; AMA1 RON2 block: 8%; AmpC inh no detg: 162%[activator]; Sm TGR block: -4%; AmpC inh detg: 2%; Giardia FBPA inh: 4%

Results for COc1ccc(-c2ccc(N(C)C)cc2)cc1[C@H]1[C@H]2C=CC[C@@H](C)[C@@H]2C(=O)N1Cc1ccccc1 ?
HCMV inh: 18; AMA1 RON2 block: inconclusive; AmpC inh no detg: -18%; Sm TGR block: -30%; AmpC inh detg: -1%; Giardia FBPA inh: 2%

Results for CCc1ccc(-n2c(=O)c3sc4ccccc4c3n(CC(=O)NC3CCCC3)c2=O)cc1 ?
HCMV inh: -7; Sm TGR block: 0%; AmpC inh detg: 9%

Results for CCNC(=O)C(=O)c1c(-c2ccccc2)[nH]c2ccccc12 ?
HCMV inh: 19; AMA1 RON2 block: -11%; AmpC inh no detg: -29%; Sm TGR block: 0%; AmpC inh detg: inconclusive; Giardia FBPA inh: 4%

How did CCOC(=O)c1c(NC(=O)c2ccc(C)cc2)sc2c1CCCCC2 do in these assays?
HCMV inh: 30; Sm TGR block: 6%; AmpC inh detg: 15%

Results for COc1cccc(N2CC(C(=O)N3CCC4(CC3)CC(=O)c3ccccc3O4)CC2=O)c1 (centres undefined) ?
HCMV inh: -37; AMA1 RON2 block: -12%; AmpC inh no detg: 107%[activator]; Sm TGR block: 6%; AmpC inh detg: 1%

Results for C[C@@]12C(=O)Nc3ccc(F)cc3C(=O)N1[C@H]1c3cc(Cl)ccc3OC[C@@H]1[C@@H]2c1ccccc1 ?
HCMV inh: -35; AMA1 RON2 block: -6%; AmpC inh no detg: -19%

How did Fc1ccc(-n2ncc3c(N4CCN(Cc5ccccc5)CC4)ncnc32)cc1 do in these assays?
HCMV inh: 43; Sm TGR block: 2%; AmpC inh detg: 3%

What do the screens show for `CCOC(=O)c1sc(NC(=O)c2cncc(Br)c2)nc1C`?
HCMV inh: 149; AmpC inh no detg: -20%; Sm TGR block: -28%; AmpC inh detg: inconclusive; Giardia FBPA inh: 6%

How did CC(=O)N/C(=C\c1ccccc1)C(=O)OCc1ccc(F)cc1 do in these assays?
HCMV inh: inconclusive; AMA1 RON2 block: 4%; AmpC inh no detg: 81%[activator]; Sm TGR block: 2%; AmpC inh detg: -1%

Pulled one by one from above, 4 records:
Results for C[C@@]12C(=O)Nc3ccc(F)cc3C(=O)N1[C@H]1c3cc(Cl)ccc3OC[C@@H]1[C@@H]2c1ccccc1 ?
HCMV inh: -35; AMA1 RON2 block: -6%; AmpC inh no detg: -19%

How did COc1ccc(-c2nc3ccccc3s2)cc1NC(=O)COc1ccccc1C do in these assays?
HCMV inh: 48; Sm TGR block: 11%; AmpC inh detg: 2%

Results for COc1cccc(N2CC(C(=O)N3CCC4(CC3)CC(=O)c3ccccc3O4)CC2=O)c1 (centres undefined) ?
HCMV inh: -37; AMA1 RON2 block: -12%; AmpC inh no detg: 107%[activator]; Sm TGR block: 6%; AmpC inh detg: 1%

Results for Cc1cc(-c2csc3nc[nH]c(=S)c23)cc(C)c1C ?
HCMV inh: inconclusive; AMA1 RON2 block: 23%; AmpC inh no detg: -46%; Sm TGR block: 15%; AmpC inh detg: 11%; Giardia FBPA inh: 1%
